RPL19A TOR yeast = modulators of TOR pathway RPL19A-GFP in S. cerevisiae. S. cerevisiae RPL19A-GFP strain, flow cytometry, 3 h; active compounds read low. percent response vs DMSO, % at 10 µM. 0.3% of 330,000 active;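 active means percent response vs DMSO below 50%; inconclusive means fewer than 70 events counted for the yeast strain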;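 further: median channel GFP fluorescence of the barcoded RPL19A-GFP strain; ratio of sample median GFP to plate DMSO average so 100% = DMSO; lower means less RPL19A-GFP as with rapamycin TOR inhibition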
LAP4 TOR yeast = alters LAP4-GFP fluorescence in TOR pathway yeast screen; S. cerevisiae LAP4-GFP multiplex, flow cytometry GFP, 3 h; median GFP as percent of DMSO wells; GFP response vs DMSO, % at 10 µM; 0.34% of 320,000 active;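 active means GFP response vs DMSO above a set limit, about the screen mean plus 3 SD, cut at about 150% in these data; inconclusive means under 70 cell events counted for the yeast strain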
procasp7 counter = counter-screen for procaspase-3 activators: activators of human procaspase-7; recombinant procaspase-7, Ac-DEVD-pNA absorbance 405 nm; D23A/D198A/D206A triple mutant, cannot self-cleave; scale: DMSO 0, 5 µM enzyme 100; activation, % at 8.5 µM; 0.093% of 330,000 active; AID 463210;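 active means percent activation above the screen-wide mean plus 3 SD, cut at about 25% in these data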
Target sequence (P55210 whole entry D23A/D198A/D206A): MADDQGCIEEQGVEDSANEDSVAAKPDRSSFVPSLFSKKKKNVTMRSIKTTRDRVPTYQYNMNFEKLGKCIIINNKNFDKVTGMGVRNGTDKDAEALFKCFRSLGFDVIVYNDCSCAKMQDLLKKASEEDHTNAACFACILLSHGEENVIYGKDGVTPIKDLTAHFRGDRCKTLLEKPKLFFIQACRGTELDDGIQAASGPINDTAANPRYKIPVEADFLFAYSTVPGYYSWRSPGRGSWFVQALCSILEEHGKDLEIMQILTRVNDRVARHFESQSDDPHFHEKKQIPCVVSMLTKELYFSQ
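Assay system: Uncleavable procaspase-7 mutant enzyme; Input: 2 µM procaspase-7 mutant as dispensed; Also added: DEVD-pNA substrate; Medium: Zinc-free HEPES pH 7.4 with 300 mM NaCl, 0.01% Triton X-100; Timing: 1 h compound preincubation, 2 h substrate cleavage, 25 °C; Measured by: Epi-absorbance of released pNA at 405 nm, two timepoints.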
CR mimetic SO = lowers age-related superoxide in aged yeast cells; superoxide response (% of plate mean), % at 10 µM; 0.18% of 330,000 active; S. cerevisiae aged cells, superoxide DHE fluorescence; active compounds read low; AID 2690;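 active means superoxide response under a set limit, about three screen SD below normal, cut at about 65% in these data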;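 further: yeast aged for seven days with compound at 30 °C before DHE staining; 100% = average MFI of all compound-treated wells on the plate with controls excluded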
JMJD2C inh = human JMJD2C demethylase inhibition; Q9H3R0; GST-JMJD2C(1-420) H3K9me3 demethylation, DELFIA europium; inhibition, % at 2.35 µM; 0.069% of 330,000 active; AID 2099;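 active means more than half of a compound's replicate wells show inhibition beyond 50%, single wells judged on their own value; inconclusive means some, but no more than half, of replicates pass 50% inhibition; inactive means no replicate passes 50% inhibition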;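 further: signal counts dimethyl H3K9 product captured on neutravidin plate; 0% = median of DMSO wells and 100% = 0.3 times that DMSO median; strong numbers were not always called active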
Target sequence (Q9H3R0 1-420 limits assumed): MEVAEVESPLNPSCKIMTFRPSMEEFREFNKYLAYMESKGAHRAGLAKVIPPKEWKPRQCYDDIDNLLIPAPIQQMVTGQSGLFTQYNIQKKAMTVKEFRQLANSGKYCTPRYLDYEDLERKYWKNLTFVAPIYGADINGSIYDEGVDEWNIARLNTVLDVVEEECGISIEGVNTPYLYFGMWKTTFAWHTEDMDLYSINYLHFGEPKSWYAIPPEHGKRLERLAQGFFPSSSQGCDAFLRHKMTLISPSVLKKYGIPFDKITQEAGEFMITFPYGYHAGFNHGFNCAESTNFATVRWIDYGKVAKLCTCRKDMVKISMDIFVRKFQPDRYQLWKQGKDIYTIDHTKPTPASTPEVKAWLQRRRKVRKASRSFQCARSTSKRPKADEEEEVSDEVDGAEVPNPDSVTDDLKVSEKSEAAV
MEP2-GFP yeast = modulators of TOR pathway MEP2-GFP in S. cerevisiae; S. cerevisiae MEP2-GFP strain, flow cytometry GFP, 3 h; 100% = DMSO control level; GFP response vs DMSO, % at 10 µM; 0.51% of 330,000 active; AID 2016;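 active means GFP response versus DMSO above a set limit, roughly screen mean plus 3 SD, cut at about 180% in these data; inconclusive means fewer than 70 cells counted for a yeast strain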;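 further: median GFP fluorescence of the barcode-gated MEP2-GFP cells per well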
procasp3 activ = activators of human procaspase-3; P42574; recombinant procaspase-3 D3A, Ac-DEVD-pNA absorbance 405 nm; activation, % at 8.5 µM; 0.11% of 330,000 active; AID 463141;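 active means activation above the mean of all tested compounds plus 3 SD, cut at about 21% in these data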;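 further: 0% = DMSO alone and 100% = DMSO wells spiked with extra 5 µM PC-3 D3A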
Target sequence (P42574 whole entry D9A/D28A/D175A): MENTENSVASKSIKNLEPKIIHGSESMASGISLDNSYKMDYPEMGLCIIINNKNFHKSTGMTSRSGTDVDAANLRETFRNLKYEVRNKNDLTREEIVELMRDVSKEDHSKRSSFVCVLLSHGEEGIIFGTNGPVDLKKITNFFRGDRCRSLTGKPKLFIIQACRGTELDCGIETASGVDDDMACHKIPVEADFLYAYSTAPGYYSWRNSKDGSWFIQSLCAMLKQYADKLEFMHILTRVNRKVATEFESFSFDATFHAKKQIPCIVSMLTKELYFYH
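Compound: 8.5 µM single point, 0.8% DMSO / Material: Autoprocessing-dead procaspase-3 D3A mutant enzyme / Timing: 1 h preincubation plus 2 h reaction at 25 °C / Medium: Zinc-free HEPES/NaCl buffer with 0.01% Triton X-100 at pH 7.4 / Technique: 405 nm absorbance of p-nitroaniline, reads at 0 and 120 min / Repeats: one well per compound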
AHR activator = activates the human aryl hydrocarbon receptor. AHR-responsive luciferase reporter cells, luminescence. activation, % at 5 µM. 2.5% of 320,000 active. AID 2796; in the data active means activation above about 47%;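 further: 0% = vehicle wells and 100% = reference agonist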
The depositor's hits bear a star; i = inactive; ? = inconclusive; . = not tested or not shown; [ ] = dose if it differs, or a comment.

SMILES	RPL19A TOR yeast	LAP4 TOR yeast	procasp7 counter	CR mimetic SO	JMJD2C inh	MEP2-GFP yeast	procasp3 activ	AHR activator
O=C(/C(=C/c1ccccc1Cl)c1ccccc1)N1CCOCC1	100	86	-8	101	-25	105	1	-2
C/C(=N\NC(=O)c1ccc(OC2CCCC2)cc1)c1ccc(O)cc1	94	111	1	87	-1	94	3	1
CN(Cc1ccccc1)c1ccc(C(=O)O)cc1[N+](=O)[O-]	99	109	6	101	-8	115	-5	2
Cc1ccccc1N1CCN(C2CCCN(C(=O)c3ccsc3)C2)CC1 (stereo not drawn)	108	65	.	96	2	97	.	.
COc1ccc(/C=C\c2nc(O)c([N+](=O)[O-])c(=O)[nH]2)cc1O	94	104	-8	91	-23	113	0	5
c1ccc2nc(N3CCOCC3)cnc2c1	91	89	3	104	-3	89	-3	3
COc1ccc(C(=O)CSc2nnc(C(CO)NC(=O)c3ccc(OC)cc3)n2C)cc1 (stereo not drawn)	90	94	0	88	-3	100	1	0
Cc1ccc(S(=O)(=O)N2CCN(C(=O)CSc3nnnn3C)C2)cc1	92	91	12	108	-9	89	8	6
CN(C)S(=O)(=O)N1CCC(Oc2cccc(C(=O)NC3CCCCCC3)c2)CC1	103	100	5	101	-3	96	6	-8
c1coc(-c2nnc(NC3=NCCC3)o2)c1	101	96	-2	94	-16	103	1	10
CCN1CCN(c2nc3c(c(=O)[nH]c(=O)n3C)n2Cc2ccccc2)CC1	98	107	.	107	-1	114	.	.
CC1CCCC(C)N1C(=O)CSc1nnnn1-c1cccc2c1CCCC2 (stereo not drawn)	94	91	11	109	2	94	1	-1
CCCC(O)(c1ccc(OC)cc1)C(CN(C)C)c1ccccc1 (stereo not drawn)	103	105	-11	88	-1	105	5	-2
O=C(Nc1ccc(Cl)cc1)c1cccnc1N1CCCCC1	98	111	-11	86	-4	100	-8	28
Cn1nc(C(F)(F)F)c(C(=O)Nc2ccc(F)cc2F)c1Oc1cccc(Cl)c1	100	93	-1	91	32	93	-5	-4
O=c1ncn(-c2ccccc2C(F)(F)F)c2ncccc12	103	91	-9	100	-11	104	4	1
O=C(CCc1ccccc1)NCc1ccncc1	102	93	.	104	-12	105	.	.
Cc1ccc(S(=O)(=O)NCC(=O)N2CCOCCOCCOCCOCC2)cc1	100	85	6	100	3	103	-4	-1
CN(CC(=O)N1CC(=O)N(CCc2ccccc2)C(=O)C1)S(=O)(=O)c1cccc2nsnc12	102	96	-1	118	-17	103	7	1
Cc1cc(O)c(Sc2ccccc2)c(=O)o1	94	109	-3	i	-6	96	-2	1
COC(=O)c1cc(OC)c(OC)cc1NC(=O)CSc1nnc(-c2cccnc2)n1C	104	101	0	97	-14	100	8	8
Cc1ccc(NC(=O)c2cnccn2)cc1C	105	95	6	111	3	109	10	2
Cc1csc(NC(=O)C2COc3ccccc3O2)n1 (stereo not drawn)	97	104	3	110	2	110	-3	8
COc1ccc2c(c1OC)C(=O)OC2CC(=O)O (stereo not drawn)	97	97	1	94	-13	94	-14	6
Cc1cc(Cl)ccc1NC(=O)CN1CCN(C(=O)c2ccco2)CC1	105	95	5	81	4	108	-1	0
Cc1noc(C)c1COc1ccccc1C(=O)N1CCN(c2cccc(C(F)(F)F)c2)CC1	91	89	-10	129	1	87	-4	2
CSc1ncccc1C(=O)OCC(=O)N1CCc2ccccc21	104	108	-1	84	-8	114	-1	1
N#CC1=C(N)N(c2ccccc2)C(=O)C1	105	99	-9	101	2	103	-4	2
O=C(Nc1ccccc1N1CCOCC1)c1ccc(N2CCCC2=O)cc1	91	92	1	77	4	93	5	3
CCOC(=O)Cn1nc(C)c(NC(=O)CCc2ccc(OC)cc2)c1C	100	93	-3	101	3	98	-4	-4
COc1ccc2oc(=O)c(C(=O)NCc3cccnc3)cc2c1	98	101	2	104	-3	101	4	22
COC(=O)c1cc(S(=O)(=O)N2CCN(c3ccc(F)cc3)CC2)c[nH]1	106	99	4	93	34	112	1	1
Cc1occc1-c1nnc(SCC(=O)Nc2ccc(F)cc2)n1C	106	94	-4	101	-13	105	8	-6
COc1cc(OC)cc(C(=O)NCC(=O)OCC(=O)Nc2cc(S(C)(=O)=O)ccc2Cl)c1	101	104	-5	117	2	106	0	-3
CSc1ccc(S(=O)(=O)N2c3ccccc3CC2C)cc1 (stereo not drawn)	104	120	-10	95	1	113	11	-2
CCN(CC(=O)NC(=O)NC1CCCC1)Cc1ccccc1	101	101	6	110	1	103	-7	1
COc1cc(CCC(=O)Nc2cccc(C(F)(F)F)c2)cc(OC)c1OC	112	97	10	90	-2	97	6	-1
COC(=O)c1ccc(CSc2nnc3c(Cl)cc(Cl)cn23)o1	91	93	11	101	-7	94	-1	-2
O=C(c1ccco1)N1CCN(c2nc(C3CC3)nc3sc4c(c23)CCCC4)CC1	98	114	4	90	3	105	-4	1
C=CCNC(=O)c1ccccc1NC(=O)C1CCN(S(=O)(=O)c2ccc(SC)cc2)CC1	105	98	-2	90	-6	105	-7	1
CCOC(=O)c1sc2nc(CN3CCN(c4cccc(C(F)(F)F)c4)CC3)[nH]c(=O)c2c1C	121	84	-3	120	-4	113	-1	17
COc1ccc(CCNC(=O)CC2SC(=NCc3ccccc3OC)NC2=O)cc1 (stereo not drawn)	105	100	-37	118	29	104	-35	15
COc1ccc(-n2c(SCC(=O)NCC3CCCO3)nc3c(c2=O)SCC3)cc1 (stereo not drawn)	100	86	2	101	5	88	-1	4
Cc1onc(-c2ccccc2)c1C(=O)N1CCN(Cc2ccccc2)CC1	85	103	-2	99	21	97	-1	2
CC1CCCN(CCCOc2ccc(Cl)cc2Br)C1 (stereo not drawn)	104	85	3	87	-3	87	4	5
O=C(Nc1c[nH]c(=O)[nH]c1=O)c1cccc([N+](=O)[O-])c1	95	88	.	95	7	89	.	.
C=CCc1cc(OC)ccc1OCCOCCC(C(=O)OCC)C(=O)OCC	99	94	0	119	1	101	-8	0
O=C1C(Cl)=C(N2CCCCCC2)C(=O)N1c1ccc(Cl)cc1	103	97	-11	103	4	109	-9	0
CCOC(=O)c1c2n(c3c(NCc4ccccc4)ncnc13)CCCC2	101	94	2	111	4	97	-16	22
Cc1cnc(NC(=O)c2ccc3c(c2)C(=O)N(Cc2ccco2)C3=O)s1	106	111	-4	91	13	111	1	1
CC(=O)C1=C(O)C(=O)N(c2ccc(O)cc2)C1c1ccc(C)cc1 (stereo not drawn)	102	93	3	99	2	101	-3	-1
Cc1ccc(S(=O)(=O)NCC(=O)N(CC(=O)NCC2CCCO2)Cc2ccc(Cl)cc2)cc1 (stereo not drawn)	102	96	0	99	-8	100	4	0
CCn1c(SC(C)C(=O)NC2CCCC2)nc2cc(S(N)(=O)=O)ccc21 (stereo not drawn)	94	92	5	103	-2	85	-4	10
Cc1nnc(NC(=O)CSc2nnc(CC(=O)Nc3ccccc3C)n2C)s1	101	91	-5	86	-4	98	-2	-1
Cc1cc(C(=O)OCC(=O)NC2CCCCC2)c(C)o1	98	90	1	96	-19	92	1	2
CCOC(=O)c1c(C)[nH]c(C)c1C(=O)CSc1nc(N)cc(=O)[nH]1	98	93	1	94	5	104	-5	7
O=C(COC(=O)c1cc2ccccc2oc1=O)Nc1cccc(S(=O)(=O)N2CCCCCC2)c1	96	88	-1	79	-16	99	7	1
O=C(Nc1nsc(-c2ccccc2)n1)c1ccncc1	100	106	2	101	0	104	1	26
Cc1noc(C)c1NC(=O)Nc1cccc2c1O[C@@H](CN(C)Cc1ccc3c(c1)OCO3)[C@@H](C)CN([C@H](C)CO)C2=O	.	.	9	88	16	.	5	5
Cc1ccccc1NS(=O)(=O)c1ccc(C(=O)N2CC(C)OC(C)C2)cc1 (stereo not drawn)	92	80	-3	101	?	97	3	0
Additional structures follow.
SMILES	RPL19A TOR yeast	LAP4 TOR yeast	procasp7 counter	CR mimetic SO	JMJD2C inh	MEP2-GFP yeast	procasp3 activ	AHR activator
CC1CCC2C(=O)N(c3ccc(Cc4ccncc4)cc3)C(=O)C2C1 (stereo not drawn)	99	98	10	96	-14	103	-11	-2
CCCCNc1c(-c2cccc(SC3CCCCC3)c2)nc2ccc(Cl)cn12	102	120	-13	99	2	100	-1	9
O=C(Cn1nc(-c2ccccc2)nc1-c1ccccc1)N1CCOCC1	104	99	1	107	11	108	2	3
O=[N+]([O-])c1ccc(O)c(/C=N/n2cnc3ccccc32)c1	51[may fluoresce violet]	95[may fluoresce violet]	-2	94	-26	184*[may fluoresce violet]	0	56*
O=c1[nH]c(/C=C\c2cccc(Cl)c2)nc(O)c1[N+](=O)[O-]	110	93	-1	104	6	108	-2	0
CN1CCN(C=NC2=NN(c3cccc(C(F)(F)F)c3)CC2)CC1	111	106	-6	97	-11	107	10	4
COc1ccc(CC(=O)NCc2ccccc2)cc1S(=O)(=O)N1CCOCC1	98	98	1	106	11	103	-3	1
OC(c1ccc(Cl)cc1)C(O)c1nc2ccccc2[nH]1 (stereo not drawn)	106	101	3	102	-3	109	-5	3
CC(=O)Nc1cc(C(=O)OC(C(=O)c2ccccc2)c2ccccc2)ccc1C (stereo not drawn)	100	96	-6	105	2	98	-8	7
Cc1ccnc(NC(=O)c2cccc(S(=O)(=O)N3CCN(c4ccccc4)CC3)c2)c1	100	104	10	102	1	98	5	-1
Cc1ccc(CCNC(=O)CCS(=O)(=O)Cc2ccc(C)cc2)cc1	103	91	-3	102	-5	107	-4	2
Cc1cc(C)nc(N2C(=O)CC(Cc3ccc(Cl)cc3)C2=O)n1 (stereo not drawn)	93	108	5	88	8	117	-3	3
c1ccc(CN=C2Nc3ccccc3CS2)nc1	94	98	-5	112	8	98	-7	-9
CSc1ncccc1C(=O)NCC12CC3CC(CC(C3)C1)C2	100	106	-4	101	-4	103	2	2
Cc1ccc(C(C2=C(O)CC(C)(C)CC2=O)C2C(=O)CC(C)(C)CC2=O)o1 (stereo not drawn)	98	126	-20	93	5	94	-5	4

In the list so far, 2 contain a COOH group.
SMILES	RPL19A TOR yeast	LAP4 TOR yeast	procasp7 counter	CR mimetic SO	JMJD2C inh	MEP2-GFP yeast	procasp3 activ	AHR activator
CN(Cc1ccccc1)c1ccc(C(=O)O)cc1[N+](=O)[O-]	99	109	6	101	-8	115	-5	2
COc1ccc2c(c1OC)C(=O)OC2CC(=O)O (stereo not drawn)	97	97	1	94	-13	94	-14	6

Quoted from the listing:
Cc1ccc(CCNC(=O)CCS(=O)(=O)Cc2ccc(C)cc2)cc1 in AHR activator: 2
Cc1cc(C)nc(N2C(=O)CC(Cc3ccc(Cl)cc3)C2=O)n1 (stereo not drawn) in procasp7 counter: 5

The list goes on:
SMILES	RPL19A TOR yeast	LAP4 TOR yeast	procasp7 counter	CR mimetic SO	JMJD2C inh	MEP2-GFP yeast	procasp3 activ	AHR activator
COC(=O)COc1ccc(S(=O)(=O)N2CCCCCC2)cc1	97	97	9	105	3	97	-3	-2
COc1ccccc1N1CCN(C(=O)Nc2ccc([N+](=O)[O-])cc2)CC1	101	90	-5	99	-10	87	0	-2
COc1nnc(-c2ccc(C)c(S(N)(=O)=O)c2)c2ccccc12	101	104	11	100	-2	96	2	18
O=C(c1ccccc1F)N1CCN(c2ccccc2F)CC1	102	99	7	87	0	100	9	-2
